Gli-Sufu antag = Gli-Sufu pathway antagonists, primary screen, luciferase luminescence, Sufu-KO-LIGHT cells, uHTS | Sufu-KO-LIGHT fibroblasts, Gli luciferase reporter luminescence | inhibition, % at 5 µM | 0.74% of 340,000 active;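 active = inhibition above about 55%, limit read from the data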;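 note: 0% = DMSO-treated cells and 100% = wells with medium but no cells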
Jurkat NFkB inh = inhibitors of induced NF-kB luciferase reporter, primary screen, TCR NF-kB activation inhibitor project, cell-based, luminescence, uHTS; 0.53% of 330,000 active; inhibition, % at 4 µM; Jurkat, PMA/ionomycin-induced NF-kB luciferase reporter; AID 435003, 2010
CCR6 antag = CCR6 receptor antagonists, primary screen, cell-based, CHO-K1, luminescence, beta-arrestin, uHTS; inhibition, % at 20 µM; AID 493098, 2011; C-C chemokine receptor type 6 (Homo sapiens), P51684; CHO-K1 CCR6 PathHunter beta-arrestin, CCL20-stimulated; 0.49% of 340,000 active;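 active = compounds whose inhibition of the agonist-driven luminescence signal at 20 µM reaches about 50%, limit read from the data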;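 note: cells stimulated with CCL20 at 14 nM final; plate controls were DMSO with CCL20 for no effect and DMSO without agonist for full effect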
Target sequence (P51684 whole entry, looked up): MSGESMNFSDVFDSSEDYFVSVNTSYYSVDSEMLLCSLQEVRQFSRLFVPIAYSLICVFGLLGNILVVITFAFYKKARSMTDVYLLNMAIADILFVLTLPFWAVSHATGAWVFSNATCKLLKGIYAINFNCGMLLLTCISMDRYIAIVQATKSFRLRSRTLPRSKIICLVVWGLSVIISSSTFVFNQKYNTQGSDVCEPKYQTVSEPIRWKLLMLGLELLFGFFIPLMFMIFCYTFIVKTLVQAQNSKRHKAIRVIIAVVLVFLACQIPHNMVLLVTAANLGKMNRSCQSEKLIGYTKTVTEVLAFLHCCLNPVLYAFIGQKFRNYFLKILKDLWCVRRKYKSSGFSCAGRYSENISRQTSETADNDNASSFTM
697 NFkB inh = inhibitors of PMA/ionomycin-induced NF-kB reporter, 697 cells, primary screen, B-cell NF-kB inhibitor project, cell-based, luminescence, uHTS; 697 B-cell NF-kB luciferase reporter, 16 h; inhibition, % at 4 µM; 0.33% of 330,000 active; AID 435022, 2010; in the data active = inhibition above about 35%
SENP8 block = SENP8 protease inhibitors, primary screen, biochemical, luminescence; purified SENP8, Z-RLRGG-aminoluciferin cleavage; inhibition, % at 10 µM; 1.2% of 330,000 active; AID 2540, 2010
Target sequence (Q96LD8 whole entry, looked up): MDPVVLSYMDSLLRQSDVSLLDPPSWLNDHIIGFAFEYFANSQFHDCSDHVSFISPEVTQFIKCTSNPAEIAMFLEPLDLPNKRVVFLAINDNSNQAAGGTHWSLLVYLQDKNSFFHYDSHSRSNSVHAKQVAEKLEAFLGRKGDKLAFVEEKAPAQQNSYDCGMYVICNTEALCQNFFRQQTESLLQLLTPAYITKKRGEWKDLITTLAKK
UBC13 polyUb = UBC13 polyubiquitin chain formation inhibitors, primary screen, biochemical, TR-FRET, uHTS | inhibition, % at 20 µM | 0.47% of 330,000 active | AID 485273, 2010; in the data active = inhibition above about 45%, passing the limit was not always enough
Apaf1 inhib = inhibitors of human Apaf-1 apoptosome, primary screen, biochemical, DEVD-Rh110 fluorescence, uHTS; Apoptotic protease-activating factor 1 (Homo sapiens), O14727; reconstituted apoptosome caspase-3 activity; inhibition, % at 20 µM; 0.71% of 330,000 active; AID 489030, 2010; active = inhibition of at least 40% at 20 µM;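 note: plate controls were DMSO wells for no effect and DEVD-CHO caspase inhibitor wells for full effect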
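Material: reconstituted apoptosome with Apaf-1, cytochrome c, caspase-9, procaspase-3, dATP / Buffer or medium: pH 7.5 Hepes buffer with CHAPS, BSA, DTT / Also added: cytochrome c with DEVD-Rh110 / Schedule: compound with Apaf-1, dATP, procaspase-3 30 min, then 50 min reaction, room temperature / Technique: rhodamine 110 fluorescence at Ex 480/Em 540 nm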
EBI2 block = EBI2 receptor antagonists, beta-arrestin recruitment, primary screen, cell-based, luminescence, 7a,25-OHC stimulation, uHTS. G-protein coupled receptor 183 (Homo sapiens), P32249. 7a,25-OHC stimulated. inhibition, % at 5 µM. 0.81% of 360,000 active. AID 651636, 2012; in the data active = inhibition above about 38%;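 note: enzyme fragment complementation signal reports receptor beta-arrestin coupling in cells; 0% = agonist plus DMSO wells and 100% = wells without agonist; some results beyond the cut were filed as inactive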
Target sequence (P32249 whole entry, looked up, the tested form may be a part): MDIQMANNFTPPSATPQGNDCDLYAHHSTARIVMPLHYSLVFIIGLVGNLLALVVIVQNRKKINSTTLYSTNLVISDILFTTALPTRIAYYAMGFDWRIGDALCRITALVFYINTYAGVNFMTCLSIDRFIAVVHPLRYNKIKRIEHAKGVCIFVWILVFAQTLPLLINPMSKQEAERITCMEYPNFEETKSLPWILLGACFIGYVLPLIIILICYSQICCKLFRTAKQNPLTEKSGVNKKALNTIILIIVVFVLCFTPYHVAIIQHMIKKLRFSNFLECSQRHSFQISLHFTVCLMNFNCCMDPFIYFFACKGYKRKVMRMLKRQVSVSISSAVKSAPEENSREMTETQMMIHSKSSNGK
Active calls of the source: *; / = not tested or not shown; & = joins results of further samples. Cut-off read from the data, not from the text of the source, unless noted: active = inhibition above about 50%; inactive = the rest.

mol	Gli-Sufu antag	Jurkat NFkB inh	CCR6 antag	697 NFkB inh	SENP8 block	UBC13 polyUb	Apaf1 inhib	EBI2 block
CCOc1ccc2nc(NC(=O)CSc3nc4ccccc4c(=O)n3Cc3ccco3)sc2c1	12.5	-7.3	-7.5	-13.8	6.0	-5.0	7.9	6.3
CC(OC(=O)Cc1n[nH]c(=O)c2ccccc12)C(=O)Nc1cc(Cl)cc(Cl)c1 (stereo not drawn)	3.7	6.8	9.0	16.0	0.1	3.3	22.1	2.4
COc1ccc(C(C)=O)cc1CSc1nc2cc(C(=O)O)ccc2c(=O)n1Cc1ccccc1	7.2	13.7	15.2	-27.5	-14.4	-11.8	-5.3	-4.6
O=C(CCN1C(=O)COc2ccccc21)NCc1ccco1	6.3	11.2	-2.0	4.3	-2.3	5.5	-7.5	0.2
COc1cccc(/C(O)=C2/C(=O)C(=O)N(CCN(C)C)C2c2ccccn2)c1 (stereo not drawn)	-5.2	6.1	-1.7	6.2	1.4	-7.8	-0.8	-5.1
O=C(O)C1CCCN1S(=O)(=O)c1ccc2c(c1)CCC2 (stereo not drawn)	-8.6	-1.2	-15.0	-8.9	3.0	-6.9	-17.8	2.7
COc1ccc(NC(C)=O)cc1NC(=O)CSc1nnc(-c2ccccn2)n1C	-1.2	15.4	-4.1	26.7	1.3	4.0	-4.5	-1.1
O=C(Nc1cscc1S(=O)(=O)c1ccccc1)c1ccccc1Cl	5.4	6.3	3.5	-0.1	8.7	10.3	-3.8	5.6
O=C(NCc1ccc(Cl)cc1)c1cc(=O)nc2sc(-c3ccccc3)nn12	20.4	1.3	2.0	-7.2	1.7	12.6	4.0	49.6*
CCN(c1ccc(OC)cc1)S(=O)(=O)c1nnc(NC(=O)CC(C)C)s1	2.1	-6.5	3.3	8.3	-2.0	-3.4	8.6	5.3
Cc1nnc(SCCn2c(N3CCN(C)CC3)nc3c2c(=O)n(C)c(=O)n3C)s1	-4.2	-1.7	13.1	10.9	9.1	3.8	-3.7	3.4
C[C@@H]1CN([C@@H](C)CO)C(=O)c2cc(NS(C)(=O)=O)ccc2O[C@@H]1CN(C)S(=O)(=O)c1ccccc1	-5.7	-4.1	2.0	1.0	2.0	1.6	-9.9	-6.6
Cc1ccc(-c2nc(CS(=O)CC(=O)NCc3ccccc3)c(C)o2)cc1 (stereo not drawn)	-8.8	5.5	6.0	15.7	-2.3	-3.3	6.6	-12.0
COc1c(S(=O)(=O)n2nc(C)cc2C)ccc(Cl)c1Cl	2.3	-0.4	-5.2	2.1	6.3	15.8	5.9	0.5
O=c1[nH]cnc2scc(C3COc4ccccc4O3)c12 (stereo not drawn)	-13.1	-6.6	-6.5	-24.2	0.6	-2.4	3.8	-3.7
CN(C)CCN(Cc1ccccc1)c1nccc(N(C)C)c1C#N	8.7	-14.8	10.6	6.6	0.9	10.6	-3.1	-1.2
COc1ccc(/C=C(/Sc2nnc(-c3ccc(Cl)cc3)o2)C(=O)O)cc1	-3.4	-9.0	-8.0	-6.1	-7.8	-17.7	18.5	-4.6
CCOC(=O)CC1ON(C)C(=O)N1c1ccc(Cl)cc1Cl (stereo not drawn)	-1.9	-2.2	12.9	4.5	-3.6	2.3	3.1	-2.3
Cc1ccccc1NC(=S)NC(NC(=O)N(C)C)C(Cl)(Cl)Cl (stereo not drawn)	1.3	13.0	-0.7	9.3	-4.1	4.2	-2.7	-8.7
Cc1cccc(CC2CC(=O)N(C3CCCCC3)C2=O)c1 (stereo not drawn)	5.5	2.3	10.6	14.2	3.2	4.2	-18.3	7.2
Cc1nc(SCC(=O)N2CCN(c3ccccc3)CC2)n[nH]1	4.2	-7.1	8.0	14.7	0.8	4.3	-1.6	-2.1
COC(=O)c1ccc(C(=O)OC)c(=O)[nH]1	7.9	-7.5	-5.8	13.2	-4.2	3.2	1.7	-10.8
O=S(O)OC1CS(=O)(=O)CC1c1ccccc1 (stereo not drawn)	3.0	4.9	2.1	8.1	2.9	-1.2	3.7	-1.7
CCN(CC(=O)Nc1c(F)cccc1F)C(=O)C1Cc2ccccc2CN1S(=O)(=O)CC (stereo not drawn)	-1.5	3.7	7.6	15.3	5.3	-2.0	0.8	-11.4
O=C(NCc1ccccc1)c1onc(CS(=O)(=O)c2ccccn2)c1C(=O)NCc1ccccc1	20.9	17.8	15.7	3.0	-6.4	1.8	13.1	2.0
COc1ccc(N2CCN(C(=O)c3cc(=O)[nH]c4ccccc34)CC2)cc1	5.2	4.6	-4.9	-5.1	0.2	-3.8	-9.8	-3.5
O=C(CNC1CCCC1)Nc1cc(Cl)ccc1[N+](=O)[O-]	3.6	3.2	4.6	-0.1	-0.5	-8.5	5.4	-2.0
O=C(COC(=O)c1cccc2ccccc12)NCC1CCCO1 (stereo not drawn)	-3.5	-5.4	6.8	10.0	2.4	8.5	0.8	-1.0
CC(C(=O)NC1CCCCC1)N1CCN(C)CC1 (stereo not drawn)	-2.0	4.8	2.6	9.5	1.4	-14.3	-27.7	-13.7
N#CCc1ccc(NC(=O)c2cc(S(=O)(=O)N3CCOCC3)ccc2Cl)cc1	5.8	14.6	11.5	-6.4	-0.6	-2.1	0.0	-19.6
Cc1cc(=O)[nH]c(SCCOc2cccc(C(F)(F)F)c2)n1	4.1	10.3	14.4	-12.5	-0.8	-2.5	-0.9	-3.4
COc1ccc(CCNC(=O)CSc2nc(-c3ccc(OC)c(OC)c3)ccc2C#N)cc1	35.1	-6.0	6.3	3.0	5.9	17.6	5.1	38.3
COc1cc(/C=N/n2c(SC)nnc(C(C)(C)C)c2=O)ccc1O	5.0	1.8	15.4	24.5	-3.8	-3.3	-1.6	-6.1
Cc1cc(C(=O)N2CC(C)CC(C)C2)n(-c2ccccc2)n1 (stereo not drawn)	9.2	-4.0	-6.5	-2.0	-12.9	-7.1	9.0	3.7
COc1ccc(OCC(O)CNC(=O)c2ccc(C)cc2)cc1 (stereo not drawn)	2.8	18.1	6.6	-0.2	0.1	-6.6	-5.2	26.9
O=C(Nc1ccc2c(c1)OCO2)c1ccc(CO)cc1	-67.9	-101.8	0.6	-99.2	20.3	-13.5	-9.3	-7.3
CCn1c(C)nc2cc(C(=O)NNC(=O)Nc3ccc(Cl)c(Cl)c3)ccc21	/	-22.1	/	0.5	-5.0	4.1	9.7	/
Cc1c(O[C@@H]2O[C@H](CO)[C@@H](O)[C@H](O)[C@H]2O)c(CO)c(O[C@@H]2O[C@H](CO)[C@@H](O)[C@H](O)[C@H]2O)c2c1O[C@@H](c1ccccc1)C[C@@H]2O	-7.5	-3.3	2.2	10.7	-1.7	-1.6	-2.1	-18.7
Cc1ccc(C(=O)NC(=S)Nn2cnnc2)cc1	2.2	8.2	9.6	0.5	7.4	0.7	-9.3	-17.7
CCC(=O)N1CCc2cc(S(=O)(=O)CCC(=O)Nc3ccc(CC)cc3)ccc21	4.5	0.1	-6.1	0.4	-1.7	3.4	-4.1	-5.9
CCCNC(=O)NC(=O)CSc1nc2ccccc2c(=O)n1Cc1ccncc1	0.4	14.4	18.9	6.6	3.2	8.7	-11.6	8.2
Oc1ccc2ccccc2c1CNc1ccc(Br)cc1	-0.3	-2.0	-2.0	10.0	-16.8	-1.5	3.8	/
Cc1c(O)ccc2c(CN3CCN(C/C=C/c4ccccc4)CC3)cc(=O)oc12	10.6	6.5	10.7	-11.2	-2.3	30.4	2.1	11.7
COC(=O)CN1C(=O)C(C)=C(c2ccc(C)cc2)S1(=O)=O	1.5	0.2	-14.5	14.3	5.7	4.0	-18.3	-7.3
O=C(NNC(=O)c1cnccc1C(F)(F)F)c1ccc(Cl)cc1	-1.8	-2.2	-1.9	-11.8	-12.3	-2.9	-14.8	-6.5
CC(=O)Nc1ccc(NC(=O)C(C)OC(=O)CCCN2C(=O)c3cccc4cccc(c34)C2=O)cc1 (stereo not drawn)	3.3	-0.7	3.2	15.9	1.5	-2.1	8.1	-2.8
COc1cccc(OCC(O)CN2CCN(C(c3ccccc3)c3ccccc3)CC2)c1 (stereo not drawn)	2.5	-15.9	-0.4	-5.2	-0.7	-1.4	15.9	37.9*
CCN(c1cccc2ccccc12)S(=O)(=O)c1cccs1	-2.8	-11.9	-4.9	-3.4	6.0	3.5	12.5	9.0
CCN1CCN(C(=O)C(=O)c2c(C)[nH]c3ccccc23)CC1	14.1	-15.6	-12.2	16.3	-4.7	-17.8	10.8	-7.1
CC1=C(C(=O)Nc2ccc(C)cc2C)C(c2ccc(C)o2)NC(=S)N1 (stereo not drawn)	-1.6	10.1	9.8	12.7	2.0	5.4	8.5	-0.5

In a second layout: entries from further up
Results follow in this order: Gli-Sufu antag | Jurkat NFkB inh | CCR6 antag | 697 NFkB inh | SENP8 block | UBC13 polyUb | Apaf1 inhib | EBI2 block
> Oc1ccc2ccccc2c1CNc1ccc(Br)cc1
 : -0.3 | -2.0 | -2.0 | 10.0 | -16.8 | -1.5 | 3.8 | /
> CCn1c(C)nc2cc(C(=O)NNC(=O)Nc3ccc(Cl)c(Cl)c3)ccc21
 : / | -22.1 | / | 0.5 | -5.0 | 4.1 | 9.7 | /
> O=C(Nc1ccc2c(c1)OCO2)c1ccc(CO)cc1
 : -67.9 | -101.8 | 0.6 | -99.2 | 20.3 | -13.5 | -9.3 | -7.3

Going on with the list.
mol	Gli-Sufu antag	Jurkat NFkB inh	CCR6 antag	697 NFkB inh	SENP8 block	UBC13 polyUb	Apaf1 inhib	EBI2 block
COC(=O)c1sc(S(=O)(=O)Nc2ccc(C)cc2)c(C(=O)OC)c1C	3.0	12.3	5.3	0.4	-1.2	-2.9	2.6	-3.1
Cc1ccc(NC(=O)Cn2cnc3sc(C(=O)NCCN(C)C)c(C)c3c2=O)cc1Cl	/	-1.2	/	19.0	-12.0	4.8	-7.0	/
CC(=O)N1CCc2c(sc(NC(=O)CN3C(=O)c4ccccc4C3=O)c2C(N)=O)C1	5.5	21.2	0.6	18.2	9.8	-8.1	0.7	0.4
CC12CCC(C(=O)O)(C/C1=N\O)C2(C)C (stereo not drawn)	0.7&-9.4	-3.0&15.7	-11.2&3.4	14.8&-7.7	4.7&3.8	7.1&3.4	-9.2&-1.8	-1.1&-15.2
COc1ccc2nc(NC(=O)C3COc4ccccc4O3)sc2c1 (stereo not drawn)	-105.7	-86.8	9.1	-120.0	27.1	-0.8	6.1	26.4
Cc1csc(=O)n1CCC(=O)OC(C)C(=O)NCc1ccccc1 (stereo not drawn)	-20.3	15.5	8.2	-7.5	3.6	-8.7	-0.1	-13.1
Cc1ccc(N2C(=O)C3C4C=CC(CNC(=S)N5CCN(c6cccc(C)c6)C(C)C5)(O4)C3C2=O)cc1 (stereo not drawn)	-12.7	-6.5	9.2	3.9	-3.1	-4.7	7.6	4.6
COc1ccc(NS(=O)(=O)c2cc(NC(=O)CNC(=O)c3cccc(OC)c3)ccc2C)cc1	9.2	18.7	11.6	-30.9	5.5	10.0	3.0	-5.8
CC1(C)Cc2nc3sc4c(N(CCO)CCO)nnnc4c3cc2CO1	-12.7	-18.2	-11.2	4.6	-13.2	0.5	-2.4	2.6
COc1ccc(-c2ccc(N(C)C)cc2)cc1[C@H]1[C@@H]2C=CCC[C@@]2(C)C(=O)N1Cc1ccccc1	3.9	5.7	16.6	16.7	-12.9	-10.4	26.6	27.0

Not all compounds are listed, so the mix of outcomes need not match the whole.
